Gli-Sufu antag = Gli-Sufu pathway antagonists, primary screen, luciferase luminescence, Sufu-KO-LIGHT cells, uHTS | Sufu-KO-LIGHT fibroblasts, Gli luciferase reporter luminescence | inhibition, % at 5 µM | actives 0.74% (n = 340,000) | AID 588413, 2011;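 active = inhibition above about 55%, limit read from the data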;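 also: 0% = DMSO-treated cells and 100% = wells with medium but no cells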
UBC13 inh = UBC13 polyubiquitin chain formation inhibitors, primary screen, biochemical, TR-FRET, uHTS; actives 0.47% (n = 330,000); inhibition, % at 20 µM; AID 485273, 2010; Ubiquitin-conjugating enzyme E2 N (Homo sapiens), P61088; in the data active = inhibition above about 45%, passing the limit was not always enough
Apaf-1 inh = inhibitors of human Apaf-1 apoptosome, primary screen, biochemical, DEVD-Rh110 fluorescence, uHTS. inhibition, % at 20 µM. Apoptotic protease-activating factor 1 (Homo sapiens), O14727. actives 0.71% (n = 330,000). reconstituted apoptosome caspase-3 activity; active = inhibition of at least 40% at 20 µM;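 also: plate controls were DMSO wells for no effect and DEVD-CHO caspase inhibitor wells for full effect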
Target sequence (O14727 whole entry, looked up): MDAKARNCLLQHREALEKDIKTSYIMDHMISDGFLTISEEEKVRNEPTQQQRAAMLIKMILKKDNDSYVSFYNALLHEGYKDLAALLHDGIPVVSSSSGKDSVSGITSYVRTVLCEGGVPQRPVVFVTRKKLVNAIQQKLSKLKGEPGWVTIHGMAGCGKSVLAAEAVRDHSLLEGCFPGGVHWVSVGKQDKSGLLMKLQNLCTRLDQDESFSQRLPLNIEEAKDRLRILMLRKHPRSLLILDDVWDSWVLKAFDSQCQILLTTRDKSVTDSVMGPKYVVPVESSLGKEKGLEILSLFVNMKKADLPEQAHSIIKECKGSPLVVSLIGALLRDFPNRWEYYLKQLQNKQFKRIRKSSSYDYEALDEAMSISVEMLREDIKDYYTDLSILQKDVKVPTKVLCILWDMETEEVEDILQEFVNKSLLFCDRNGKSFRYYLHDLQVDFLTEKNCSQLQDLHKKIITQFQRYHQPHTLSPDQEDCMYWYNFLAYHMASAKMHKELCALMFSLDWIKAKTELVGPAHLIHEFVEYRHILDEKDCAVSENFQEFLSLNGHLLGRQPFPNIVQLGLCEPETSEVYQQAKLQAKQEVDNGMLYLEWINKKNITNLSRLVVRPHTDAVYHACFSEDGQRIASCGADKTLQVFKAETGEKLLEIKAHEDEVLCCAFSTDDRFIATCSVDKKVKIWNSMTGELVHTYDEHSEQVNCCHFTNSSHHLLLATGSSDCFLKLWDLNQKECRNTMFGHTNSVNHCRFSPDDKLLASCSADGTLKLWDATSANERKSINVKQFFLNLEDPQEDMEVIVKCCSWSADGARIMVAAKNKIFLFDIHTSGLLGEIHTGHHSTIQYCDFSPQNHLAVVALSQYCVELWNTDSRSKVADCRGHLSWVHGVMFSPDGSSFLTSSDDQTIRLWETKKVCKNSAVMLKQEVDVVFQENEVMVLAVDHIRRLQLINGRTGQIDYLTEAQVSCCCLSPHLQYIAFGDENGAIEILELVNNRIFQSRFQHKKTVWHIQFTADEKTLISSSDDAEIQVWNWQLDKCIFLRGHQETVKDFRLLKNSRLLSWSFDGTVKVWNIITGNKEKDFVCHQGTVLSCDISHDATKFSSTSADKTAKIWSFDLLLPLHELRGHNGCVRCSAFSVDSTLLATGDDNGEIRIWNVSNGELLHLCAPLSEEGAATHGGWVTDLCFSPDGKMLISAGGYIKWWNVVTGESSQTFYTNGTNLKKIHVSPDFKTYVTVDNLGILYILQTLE
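System: reconstituted apoptosome with Apaf-1, cytochrome c, caspase-9, procaspase-3, dATP; Signal: Rh110 fluorescence intensity; Schedule: 30 min compound preincubation, 50 min activation, room temperature; Reagent: cytochrome c trigger plus (Z-DEVD)2-Rh110 caspase-3 substrate.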
Jurkat NFkB inh = inhibitors of induced NF-kB luciferase reporter, primary screen, TCR NF-kB activation inhibitor project, cell-based, luminescence, uHTS; actives 0.53% (n = 330,000); Jurkat, PMA/ionomycin-induced NF-kB luciferase reporter; inhibition, % at 4 µM
HKDC1 inh = HKDC1 hexokinase inhibitors, primary screen, biochemical, fluorescence, uHTS; Q2TB90; recombinant HKDC1, G6PDH/diaphorase resazurin coupled fluorescence; inhibition, % at 20 µM; actives 0.16% (n = 340,000);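 active = inhibition above about 35% when tested at 20 µM, limit read from the data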;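 also: plate controls were DMSO wells with enzyme for no effect and DMSO wells lacking enzyme for full effect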
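Assay system – recombinant HKDC1 (HK5) hexokinase enzyme, produced in-house · Input – HKDC1 at 5 µg/mL · Reagent – glucose plus 1 mM ATP as hexokinase substrates · Timing – 90 min reaction incubation at room temperature, dark · Measured by – G6PDH/diaphorase-coupled fluorescence, 1 mM NADP, 100 µM resazurin, 525/613 nm · Benchmarks – DMSO-enzyme wells negative, buffer-substituted wells positive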
SENP7 block = SENP7 protease inhibitors, primary screen, biochemical, luminescence, uHTS; inhibition, % at 5 µM; actives 1.5% (n = 330,000); recombinant SENP7, Z-RLRGG-aminoluciferin luminescence, 40 min; AID 434973, 2010; Sentrin-specific protease 7 (Homo sapiens), Q9BQF6;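 active = inhibition above about 50% at the single test dose, limit read from the data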;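 also: plate controls were DMSO with enzyme for no effect and no enzyme buffer wells for full effect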
SENP8 inh = SENP8 protease inhibitors, primary screen, biochemical, luminescence; Sentrin-specific protease 8 (Homo sapiens), Q96LD8; purified SENP8, Z-RLRGG-aminoluciferin cleavage; inhibition, % at 10 µM; actives 1.2% (n = 330,000)
697 NFkB inh = inhibitors of PMA/ionomycin-induced NF-kB reporter, 697 cells, primary screen, B-cell NF-kB inhibitor project, cell-based, luminescence, uHTS; 697 B-cell NF-kB luciferase reporter, 16 h; inhibition, % at 4 µM; actives 0.33% (n = 330,000); in the data active = inhibition above about 35%
* marks the source's active call; other numbers are inactive results; . = no result given. Rule as the data show it, unless noted: active = inhibition above about 50%; inactive = the rest.

SMILES	Gli-Sufu antag	UBC13 inh	Apaf-1 inh	Jurkat NFkB inh	HKDC1 inh	SENP7 block	SENP8 inh	697 NFkB inh
CCCc1nnc(SCC(=O)N2CCCCC2)n1CCCOC	1	4	3	0	-4	-3	0	10
Cn1ccsc1=NC(=O)c1ccc(Cl)cc1	-65	-6	7	-100	-4	26	0	-74
CC(=O)Nc1ccc(S(=O)(=O)N2CCN(C(=O)N3CCCCC3)CC2)cc1	27	-6	-7	21	1	-3	10	-3
O=C1NC(=O)/C(=C\c2cn(Cc3ccccc3F)c3ccccc23)N1	-11	-5	-2	10	0	-6	-10	-10
CCOc1ccccc1NC(=O)CN(Cc1ccccc1)S(C)(=O)=O	2	1	-12	-3	-4	0	3	-5
CNc1cc(C(F)(F)F)nc(-c2ccccn2)n1	0	-1	1	-1	-1	3	1	-13
CCN(CC)C(=O)CSc1nc(O)cc(=O)n1-c1ccccc1OC	2	7	-19	16	-9	6	5	27
Cc1cc(C)n(-c2ccc(NC(=O)C3CCN(Cc4cnc(C)s4)CC3)cc2)n1	-23	-5	0	11	-1	14	-4	-2
O=S(=O)(Nc1ccc(-c2cn3c(n2)SCC3)cc1)c1cccs1	0	4	-15	5	-6	-7	1	4
COc1ccccc1-c1oc2ccccc2c1C#CC1(O)CCCCC1	28	14	21	-13	3	5	-4	11
CC(=O)Nc1ccc(S(=O)(=O)N2CCC(NC(=O)c3ccco3)CC2)cc1	-4	-6	10	5	1	-5	-7	-6
COc1ccc(C)cc1Nc1nc(C)nc2c1oc1ccccc12	10	16	13	10	0	-8	1	4
COc1cccc(/C=C/C(=O)Oc2ccc(C(=O)c3ccc(F)cc3)cc2)c1	-10	-2	7	2	-5	-9	-4	7
COc1ccc(C(=O)N(c2ccccn2)C2CCCCC2)c(OC)c1	0	1	1	-11	7	1	1	4
Cc1nnsc1C(=O)NC1CCCc2c1cnn2-c1cc(F)cc(F)c1 (configuration not stated)	5	0	7	9	-2	-15	-15	-18
O=c1[nH][nH]c(-c2ccccc2O)c1C(C[N+](=O)[O-])c1ccc(Cl)cc1Cl (configuration not stated)	3	-10	17	-11	-7	2	-10	-20
CCN(CC)CCC#CC1(O)c2ccccc2-c2ccccc21	9	10	-5	-2	3	-3	-6	6
O=[N+]([O-])c1ccc(Cl)c(/C=N/N2CCN(Cc3ccc(Cl)cc3)CC2)c1	13	-10	18	-3	1	0	-2	4
O=C(c1ccccc1F)N(Cc1cccs1)C1CCS(=O)(=O)C1 (configuration not stated)	-7	6	-3	-11	-3	-3	0	9
CCOC(=O)N1CCC(Nc2c(N3CCN(c4cc(Cl)ccc4C)CC3)c(=O)c2=O)CC1	33	-1	23	11	-2	7	-9	-1
COc1ccc(/C=C/C(=O)NC(=S)Nc2ccc(S(=O)(=O)N=C(N)N)cc2)cc1OC	3	-22	-37	-17	-5	3	16	8
Cn1c(SCC(=O)O)nc2ccccc2c1=O	4	-5	-8	-24	16	-13	-1	-13
CCCc1cc(C(=O)Nc2ccc(F)c(Cl)c2)no1	-42	6	12	-79	-5	93*	90*	3
COc1cccc(CN2CCNC(=O)C2CC(=O)NCCc2ccccn2)c1 (configuration not stated)	-4	7	3	-3	-15	-3	-3	0
C/C(=N\Nc1ccc(F)cc1F)c1ccc(Br)s1	-7	4	14	-13	21	2	-4	6
CC1CCN(C(=O)C2CCC(CNS(=O)(=O)c3cccc4cccnc34)CC2)CC1 (configuration not stated)	.	-10	15	11	.	-7	-2	-12
O=S1(=O)CCC(NC(=S)N2CCCCCC2)C1 (configuration not stated)	-18	2	-13	5	17	-6	2	6
Cc1nn(Cc2ccc(Cl)cc2)c2sc(C(=O)OCC(N)=O)cc12	-3	-2	19	-15	7	9	-2	7
Cn1c(Nc2ccccc2)cc(=O)n(C)c1=O	6	-1	9	5	2	-8	-10	5
CCN(CC)Cc1cc(C(C)=O)ccc1O	2	0	-9	-8	-4	4	0	-6
O=C(CCCSc1nnc(SCCCC(=O)c2ccc(F)cc2)s1)c1ccc(F)cc1	-8	-12	8	-14	2	5	-12	-3
Cc1ccc(-c2nc3c(=O)n(-c4ccccc4)c4c(c(=O)n(C)c(=O)n4C)c3o2)cc1	3	17	19	1	-3	-7	-10	-29
Cc1ccccc1-n1c(SCC(=O)NCC2CCCO2)nc2c([nH]c3ccccc32)c1=O (configuration not stated)	15	2	-5	1	-4	-14	-4	5
CCCCN(C)CCCNC(=O)CN1C(=O)COc2ccc(S(=O)(=O)N3CCOCC3)cc21	5	0	-3	3	-7	11	-10	-3
Cc1ccc(C)c(NC(=O)CSc2nnc(-c3ccccc3C)o2)c1	10	9	6	1	-2	0	9	10
Cc1c(C(=O)OC2CCCC2C)[nH]c2c1C(=O)CCC2 (configuration not stated)	-18	5	3	-49	-5	7	-11	-68
CCn1c(=O)n(CC)c2cc(N3CCCC3)c(NC(=O)c3cccc(OC)c3)cc21	28	1	8	6	-2	-1	0	1
O=c1ccc2c([nH]1)CCCCCCCCCC2	-8	-5	11	0	-5	-4	2	-24
COc1cc(C(=O)OCC(=O)N2CCCCC2C)cc(NC(=O)c2cccs2)c1OC (configuration not stated)	1	4	11	-11	3	12	-9	13
CC(C)(C)OC(=O)CNC(=O)c1[nH]cnc1C(=O)Nc1ccc(Cl)cc1	-1	6	20	-2	3	10	-16	-22

Random excerpt: 2 compounds from above.
SMILES	Gli-Sufu antag	UBC13 inh	Apaf-1 inh	Jurkat NFkB inh	HKDC1 inh	SENP7 block	SENP8 inh	697 NFkB inh
Cc1c(C(=O)OC2CCCC2C)[nH]c2c1C(=O)CCC2 (configuration not stated)	-18	5	3	-49	-5	7	-11	-68
CCCc1cc(C(=O)Nc2ccc(F)c(Cl)c2)no1	-42	6	12	-79	-5	93*	90*	3

The results go on:
SMILES	Gli-Sufu antag	UBC13 inh	Apaf-1 inh	Jurkat NFkB inh	HKDC1 inh	SENP7 block	SENP8 inh	697 NFkB inh
CCOC(=O)c1c(NC(=O)CN2C(=O)CN(C)C2=O)sc(C)c1C	-2	-2	6	7	6	12	9	-9
O=C(NNC(=S)Nc1ccccc1Cl)c1ccccc1Cl	-44	0	8	-118	-6	50	74*	-156
Cc1ccc(-n2c(Cc3ccccc3)n[nH]c2=S)c(C)c1	-6	-1	0	-11	10	9	-3	-9
Cc1cc(C(=O)NNC(=O)/C=C/c2ccco2)c(C)o1	-7	-1	2	-3	2	-8	-6	6
Cc1ccc2c(c1)cc(CN(Cc1cccnc1)C(=O)NCc1ccccc1)c1nnnn12	8	-12	19	-10	-3	-7	-9	-7
O=C(Nc1ccc2oc(-c3ccccc3)nc2c1)c1ccccc1F	-82	12	6	-110	2	6	-18	-114
CCOC(=O)c1c(C)nc(C)c(C(=O)OCC)c1-c1ccc(O)c(OC)c1	7	-1	-1	-11	-8	6	5	6
C/C(N)=C(/C#N)C(=O)CSc1nncn1-c1ccccc1	8	24	-14	-7	-7	6	-2	9
COc1ccc(-c2cc(C(=O)NCCCN3CCOCC3)c3cc(C(C)C)ccc3n2)cc1	29	22	2	-8	-4	3	2	-9
CCCCN(C(=O)CCCc1nc2ccccc2s1)c1c(N)n(CCCC)c(=O)[nH]c1=O	0	0	1	-8	-2	-3	3	-3
COc1ccc(/C(C)=N/N2C(C)CCCC2C)c(OC)c1 (configuration not stated)	-4	4	4	3	1	3	-5	-3
Cc1ccc(Cn2c(=N)n(CC(=O)c3ccc([N+](=O)[O-])cc3)c3ccccc32)cc1	14	5	-8	30	-13	-5	5	0
CCC(=O)NCCN1CCN(C(=O)CC)CC1	0	1	1	0	-7	3	6	11
O=C(Cc1ccccc1[N+](=O)[O-])NCc1ccc(Cl)cc1	-45	8	9	-22	-3	0	-9	-29
CC1CC(CC(C)C(=O)NC(=S)Nc2ccc(S(N)(=O)=O)cc2)C(=O)O1 (configuration not stated)	1	-1	9	2	-9	10	2	7
COc1ccc(CNC(=O)c2cccc(NC(=O)c3ccccc3)c2)cc1	10	1	-5	4	1	4	-2	11
O=C(OCCN1CCOCC1)c1ccc(OCCN2CCOCC2)cc1	-7	1	1	1	-6	1	-1	-9
C=CCn1c(SCC#N)nnc1-c1ccc2ncccc2c1	16	-2	-4	9	-3	1	-1	15
Cc1cc(S(=O)(=O)NC(C)C)ccc1OCC(=O)NCc1ccccc1	2	-5	12	-6	-5	-8	-7	-10
Oc1c(N=Nc2ccccc2)sc2ccccc12	30	-204	0	-176	-2	99*	95*	-268
CC(C)CN(C(=O)COC(=O)Cn1cnc2ccccc2c1=O)C1CCS(=O)(=O)C1 (configuration not stated)	-1	4	-1	-2	-2	-3	6	-10
CCOC(=O)CSc1nc2ccc(S(=O)(=O)N3CCOCC3)cc2[nH]1	9	2	-1	9	0	1	1	9
Cc1cccc(CN2CCCC(C(=O)N3CCc4ccccc4C3)C2)c1 (configuration not stated)	-2	-24	16	-24	2	-13	2	-28
CCc1cccc(NC(=O)Cc2cn(C)c3ccccc23)c1	8	4	22	-4	1	15	3	10
O=C(Nc1ccccc1Oc1ccsc1C(=O)O)c1ccccc1	9	0	1	-2	0	1	-5	5
COCCn1cc(C(=O)NCCCOC(C)C)c2c3ccccc3n(C)c2c1=O	6	26	2	-8	-2	1	-2	-3
Cc1ccc(C)c(N2CCN(S(=O)(=O)c3ccc4c(c3)NC(=O)CO4)CC2)c1	.	-14	20	6	1	-7	-3	-21
CC(C)CN(C(=O)COC(=O)CCSc1ccc(F)cc1)c1c(N)n(Cc2ccccc2)c(=O)[nH]c1=O	0	-4	-1	8	-3	-10	-9	10
COc1ccc(/C=C/CN2CCN(Cc3ccccc3)C(CCO)C2)cc1 (configuration not stated)	34	7	-4	7	-6	5	2	5
CCN1CCN(C(=O)CN2C(=O)c3cccc4cccc2c34)CC1	5	20	-10	3	-4	-4	3	10
O=S(=O)(CCSc1nc2ccccc2s1)c1nc2ccccc2s1	4	2	10	17	39*	6	1	0
CC1CCC/C(=N\NS(=O)(=O)c2ccccc2)C1 (configuration not stated)	0	13	-20	-2	-3	-1	0	6
CCc1ccccc1N1C(=O)CC(N2CCc3ccccc32)C1=O (configuration not stated)	5	1	6	-18	18	-2	1	4
CCCCn1c(N)c(N(CC(C)C)C(=O)C2=NN(c3cc(C)ccc3C)C(=O)CC2)c(=O)[nH]c1=O	3	-8	0	4	-2	-8	-7	-24
OCC1OC(n2cnc3c(NCCc4ccccc4)ncnc32)C(O)C1O (configuration not stated)	-17	0	-6	-20	-3	3	4	7
Cc1nc(S(=O)(=O)c2ccc(Cl)cc2Cl)nc2c1CCC2	0	-9	0	-11	-9	4	-5	-42
COc1ccc(C2=NN(C(=O)COC(=O)c3ccc(NC(=O)CC#N)cc3)C(c3ccco3)C2)cc1 (configuration not stated)	-10	-32	-13	-13	-3	-2	6	-7

Records listed so far marked active in SENP7 block:
canonical_smiles	UBC13 inh	Jurkat NFkB inh	HKDC1 inh	SENP7 block	697 NFkB inh
CCCc1cc(C(=O)Nc2ccc(F)c(Cl)c2)no1	6	-79	-5	93*	3
Oc1c(N=Nc2ccccc2)sc2ccccc12	-204	-176	-2	99*	-268
